PfG6PD inh: PfG6PD (Plasmodium falciparum) enzyme inhibition; PfGluPho enzyme, NADPH resazurin-diaphorase fluorescence; inhibition, % at 20 µM; 350,000 compounds, 0.78% hits;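 active = inhibition reaching at least a set limit at 20 µM in the primary screen, cut at about 59% in these data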;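 also: 0% = DMSO wells with substrate and 100% = DMSO wells lacking glucose-6-phosphate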
SENP8 block-1: SENP8 protease inhibition; purified SENP8, Z-RLRGG-aminoluciferin cleavage, luminescence; inhibition, % at 10 µM; 330,000 compounds, 1.2% hits; AID 2540; in the data active = inhibition above about 50%
Target sequence (Q96LD8 whole entry, looked up): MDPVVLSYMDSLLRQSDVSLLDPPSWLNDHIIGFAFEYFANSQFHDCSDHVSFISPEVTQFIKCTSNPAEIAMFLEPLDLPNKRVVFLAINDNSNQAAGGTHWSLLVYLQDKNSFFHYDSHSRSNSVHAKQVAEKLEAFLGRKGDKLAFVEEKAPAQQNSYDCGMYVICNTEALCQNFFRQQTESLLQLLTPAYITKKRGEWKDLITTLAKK
HKDC1 inhibitor: HKDC1 (human) hexokinase inhibition | Q2TB90 | recombinant HKDC1, G6PDH/diaphorase resazurin coupled fluorescence | inhibition, % at 20 µM | 340,000 compounds, 0.16% hits;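 active = inhibition above about 35% when tested at 20 µM, limit read from the data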;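 also: plate controls were DMSO wells with enzyme for no effect and DMSO wells lacking enzyme for full effect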
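Test system: recombinant HKDC1 (HK5) hexokinase enzyme, produced in-house / Doses: 20 µM test compound, 1% DMSO / Timing: 90 min, room temperature / Detection: G6PDH/diaphorase-coupled fluorescence, 1 mM NADP, 100 µM resazurin, 525/613 nm / Control set: DMSO wells with and without enzyme mix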
UBC13 inh: inhibitors of human UBC13 polyubiquitin chain formation | 330,000 compounds, 0.47% hits | P61088 | inhibition, % at 20 µM | TR-FRET; in the data active = inhibition above about 45%, passing the limit was not always enough
Target sequence (P61088 whole entry, looked up): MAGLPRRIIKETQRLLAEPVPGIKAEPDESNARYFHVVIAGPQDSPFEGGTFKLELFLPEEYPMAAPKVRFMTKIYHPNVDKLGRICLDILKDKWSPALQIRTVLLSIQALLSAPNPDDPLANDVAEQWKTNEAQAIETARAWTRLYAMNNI
SENP8 block-2: SENP8 (human) protease inhibition; Q96LD8; recombinant SENP8, Nedd8 substrate fluorescence; inhibition, % at 20 µM; 360,000 compounds, 0.64% hits; AID 602440; in the data active = inhibition mostly above about 40%, no sharp cut-off; inactive = mostly below about 27%
SENP7 inh: SENP7 protease inhibition | recombinant SENP7, Z-RLRGG-aminoluciferin luminescence, 40 min | Q9BQF6 | 330,000 compounds, 1.5% hits | inhibition, % at 5 µM;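 active = inhibition above about 50% at the single test dose, limit read from the data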;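 also: plate controls were DMSO with enzyme for no effect and no enzyme buffer wells for full effect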
SENP6 inh: inhibitors of human SENP6 protease. AID 2599. Recombinant SENP6 catalytic domain, aminoluciferin luminescence. inhibition, % at 10 µM. Q9GZR1. 330,000 compounds, 1.8% hits;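 active = inhibition above about 50% at the single tested dose, limit read from the data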;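 also: plate controls were DMSO wells with enzyme for no effect and DMSO wells lacking enzyme for full effect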
Target sequence (Q9GZR1 628-1112 limits assumed): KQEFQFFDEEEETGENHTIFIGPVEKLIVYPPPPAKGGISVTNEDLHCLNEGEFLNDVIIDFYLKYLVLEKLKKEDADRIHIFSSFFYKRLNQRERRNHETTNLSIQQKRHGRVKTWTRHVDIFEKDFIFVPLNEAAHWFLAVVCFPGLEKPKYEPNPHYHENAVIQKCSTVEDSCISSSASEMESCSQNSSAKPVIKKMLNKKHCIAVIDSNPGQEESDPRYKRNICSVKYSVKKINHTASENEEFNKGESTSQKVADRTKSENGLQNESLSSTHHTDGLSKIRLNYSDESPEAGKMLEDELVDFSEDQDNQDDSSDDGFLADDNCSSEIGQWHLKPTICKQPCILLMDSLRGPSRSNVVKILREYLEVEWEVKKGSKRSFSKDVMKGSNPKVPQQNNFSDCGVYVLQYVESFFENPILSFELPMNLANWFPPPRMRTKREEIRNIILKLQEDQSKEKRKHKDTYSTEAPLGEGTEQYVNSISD
MIN6 prolif: induces beta-cell replication in MIN6 cells; MIN6 cells proliferation, ATPlite luminescence, 48 h; cells starved in 0.2% serum; 100% = growth in 10% serum; proliferation, % at 10 µM; 330,000 compounds, 0.29% hits;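 active = compounds whose signal lies at least 3.5 SD above the mean of all wells on their plate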;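 also: 0% = DMSO-treated cells in low-serum medium and 100% = 10% serum control; some compounds called inactive have numbers as strong as hits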
SENP1 inh: SENP1 (human) catalytic domain inhibition. recombinant SENP1 catalytic domain, CyPet-SUMO1-YPet FRET cleavage. inhibition, % at 10 µM. 360,000 compounds, 0.21% hits. Q9P0U3;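 active = inhibition at least 30% at 10 µM, raw YFP signal under a set limit, fluorescence ratio 0.5 to 1.5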;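 also: 0% = enzyme with DMSO and 100% = no enzyme wells; some results filed as inactive read as strong as hits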
Target sequence (Q9P0U3 419-644 limits assumed): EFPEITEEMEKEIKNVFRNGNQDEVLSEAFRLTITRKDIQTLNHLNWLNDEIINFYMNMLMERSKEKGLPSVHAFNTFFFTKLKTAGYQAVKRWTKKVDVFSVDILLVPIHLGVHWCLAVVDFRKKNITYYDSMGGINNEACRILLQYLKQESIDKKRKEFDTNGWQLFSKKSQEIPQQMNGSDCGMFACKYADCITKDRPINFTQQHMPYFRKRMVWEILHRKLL
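Assay system – human recombinant His6-tagged SENP1 catalytic domain enzyme · Input – SENP1 enzyme, 20 pM final · Buffer or medium – Tris pH 8 buffer plus EDTA, NaCl, BME, BSA, NP40, catalase · Schedule – 50 min reaction at room temperature · Technique – FRET read of cyan and yellow fluorescence · Control set – no-enzyme wells low, DMSO-plus-enzyme wells high control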
Numbers without * were called inactive; / = no result given. Random draw from the library, and some 4% of all compounds hit somewhere here.

Sequence of screens – PfG6PD inh	SENP8 block-1	HKDC1 inhibitor	UBC13 inh	SENP8 block-2	SENP7 inh	SENP6 inh	MIN6 prolif	SENP1 inh
Cc1cc(=O)[nH]c(SCC(=O)Nc2cccc3ccccc23)c1C#N
 : -30	8	4	8	-80	0	12	-3	-1
N#C/C(=N\Nc1ccc(S(=O)(=O)N2CCCCC2)cc1)C(N)=S
 : 9	-2	2	-34	45*	1	1	-4	5
CC1=NN(c2ccccc2C(=O)O)C(=O)C1N=Nc1ccccc1 (stereo not given)
 : -18	-4	3	-22	28	-1	-1	-2	5
Cc1ccc(S(=O)(=O)Oc2cccc(/C=N/Nc3ccc(C(=O)O)cc3)c2)cc1
 : 98*	88*	7	21	-140	62*	-5	0	-2
Cn1ncc(N2CCN(S(=O)(=O)c3ccc(Br)cc3)CC2)c(Cl)c1=O
 : -12	-2	-9	-4	8	-6	0	-3	-1
O=C(NNC(=O)c1cc2ccccc2[nH]1)OCc1ccccc1
 : -8	6	5	14	4	-3	-9	0	0
Cc1cccc(C)c1NC(=O)N1C2CCCC1CC(NC(=O)C(C)(C)C)C2 (stereo not given)
 : -6	-3	-1	8	18	3	-5	0	1
Cc1ccccc1SCC(=O)Nc1cccc(C#N)c1
 : 13	-9	-4	-9	1	0	2	-2	-1
COc1ccc(/C=C(\NC(=O)c2ccc([N+](=O)[O-])cc2)C(=O)NCCCN2CCOCC2)cc1
 : -7	4	-7	-11	14	6	-7	0	1
Cc1ccc(C)c(S(=O)(=O)NNC(=O)Nc2ccccc2Cl)c1
 : 12	-12	8	-4	1	-8	12	4	3
Cc1ccc(NC(=O)c2cnn(-c3ccccc3)c2C)cc1C
 : 27	77*	-3	-13	16	90*	85*	-4	-1
COc1ccc(-c2csc(NC(=O)C3CCN(C(=O)c4ccc(F)cc4)CC3)n2)cc1OC
 : 13	-4	6	4	-8	4	3	-2	1
COCCN(C(=O)c1oc2ccccc2c1COC)c1c(N)n(CC(C)C)c(=O)[nH]c1=O
 : 3	-2	-10	-6	-96	4	-2	-3	0
Cc1ccc(N(C(=O)c2cc3ccccc3oc2=O)C2C=CS(=O)(=O)C2)cc1 (stereo not given)
 : -19	-9	-8	10	11	-7	-11	-2	3
Cc1ccc(-c2csc3ncnc(SCC(=O)NCC4CCCO4)c23)cc1 (stereo not given)
 : -27	-13	-3	-12	-9	-12	-21	-1	-1

Overlap with the part before: five compounds, followed by the next part.
Sequence of screens – PfG6PD inh	SENP8 block-1	HKDC1 inhibitor	UBC13 inh	SENP8 block-2	SENP7 inh	SENP6 inh	MIN6 prolif	SENP1 inh
Cc1ccc(NC(=O)c2cnn(-c3ccccc3)c2C)cc1C
 : 27	77*	-3	-13	16	90*	85*	-4	-1
COc1ccc(-c2csc(NC(=O)C3CCN(C(=O)c4ccc(F)cc4)CC3)n2)cc1OC
 : 13	-4	6	4	-8	4	3	-2	1
COCCN(C(=O)c1oc2ccccc2c1COC)c1c(N)n(CC(C)C)c(=O)[nH]c1=O
 : 3	-2	-10	-6	-96	4	-2	-3	0
Cc1ccc(N(C(=O)c2cc3ccccc3oc2=O)C2C=CS(=O)(=O)C2)cc1 (stereo not given)
 : -19	-9	-8	10	11	-7	-11	-2	3
Cc1ccc(-c2csc3ncnc(SCC(=O)NCC4CCCO4)c23)cc1 (stereo not given)
 : -27	-13	-3	-12	-9	-12	-21	-1	-1
COc1ccccc1NC(=O)C(C)OC(=O)CCNS(=O)(=O)c1ccc(C)c(C)c1 (stereo not given)
 : -1	3	0	17	27	-2	-10	1	3
COC(=O)c1ccc(C23CC4(C2)[C@H](CN(Cc2cccnc2)[C@@H]4c2ccccc2)C3c2ccccc2)cc1 (stereo not given in full)
 : 10	-1	0	-9	-6	-6	-4	-7	-8
CC(C)CCn1c(CN(C)Cc2ccccc2)nc2c1c(=O)n(C)c(=O)n2C
 : 5	3	-5	7	11	-4	-18	-4	-3
O=C(CNCC1CCCCC1)Nc1ccc(OC(F)(F)F)cc1
 : -3	0	0	22	28	-5	-8	-4	3
O=C(NC1CC1)C1=C[C@H](c2coc3ccccc3c2=O)C[C@H](OCCCCO)O1
 : 13	-5	1	15	-5	1	2	-1	0
Cc1cc(N2CCC(C(=O)NC3CCCCC3)CC2)nc(-c2ccccc2)n1
 : -5	-4	-1	2	0	-3	-10	-1	1
N#Cc1cccc(C#N)c1N1CCC(C#N)CC1
 : -10	-2	-7	2	-407	9	14	2	10
NS(=O)(=O)c1ccc(CCNC(=O)C2CCCN2C(=O)OCc2ccccc2)cc1 (stereo not given)
 : -3	2	-3	-1	12	-2	-8	-1	2
CCn1c(N2CCN(CC(=O)c3ccc(OC)cc3)CC2)nc2ccccc21
 : -14	/	-3	/	34	/	/	/	-3
CC(C)[C@H](NC(=O)[C@@H]1Cc2ccccc2CN1C(=O)OC(C)(C)C)C(=O)NCC1CCC(C(=O)O)CC1 (stereo not given in full)
 : 0	-7	-9	-1	12	5	4	-1	4
CCCCCCC(=O)Nc1ccc(C(=O)N/N=C/c2cccnc2)cc1
 : -5	0	-5	2	13	6	7	-3	3
O=c1ccc(-c2ccc(S(=O)(=O)N3CCN(c4ccccc4)CC3)o2)n[nH]1
 : -5	-5	-7	4	-3	5	-11	-1	4
CCc1cc(=O)n2[nH]c(C)c(-c3ccc(OC)cc3)c2n1
 : 8	-9	-2	-1	-116	-16	-30	-2	-4
COc1cc(NC(=O)CSc2nc(C)c(C)c(C)n2)cc(OC)c1
 : -4	0	-3	9	-7	3	-10	3	1
CCOC(=O)Oc1ccc2c(=O)c(Oc3cc(C)cc(C)c3)coc2c1
 : -1	-8	0	-10	-94	-3	-16	-4	-1

Among those listed so far, 2 have two or more sulfur atoms.
Sequence of screens – PfG6PD inh	SENP8 block-1	HKDC1 inhibitor	UBC13 inh	SENP8 block-2	SENP7 inh	SENP6 inh	MIN6 prolif	SENP1 inh
N#C/C(=N\Nc1ccc(S(=O)(=O)N2CCCCC2)cc1)C(N)=S
 : 9	-2	2	-34	45*	1	1	-4	5
Cc1ccc(-c2csc3ncnc(SCC(=O)NCC4CCCO4)c23)cc1 (stereo not given)
 : -27	-13	-3	-12	-9	-12	-21	-1	-1

Continued.
Sequence of screens – PfG6PD inh	SENP8 block-1	HKDC1 inhibitor	UBC13 inh	SENP8 block-2	SENP7 inh	SENP6 inh	MIN6 prolif	SENP1 inh
O=C1C=C(c2ccc(Cl)c(C(F)(F)F)c2)C[C@@H](c2ccc(F)cc2)C1
 : 9	9	2	10	19	2	1	-7	3
N#CCC(=N)N1CCN(c2ccccc2)CC1
 : -8	-8	2	-2	11	11	-15	-2	0
CC1CCN(c2ccc(/C=N\Nc3nncn3N)cc2[N+](=O)[O-])CC1
 : 57	/	-10	/	25	/	/	/	4
CC(=O)Nc1nnc(SCC(=O)c2ccc3c(c2)Cc2ccccc2-3)s1
 : 8	-13	-19	-9	0	-6	-18	0	0
O=c1c(-c2ccc(F)cc2)coc2c3c(ccc12)OCCO3
 : -9	-4	2	-3	7	76*	-12	1	1
CCOC(=O)c1ccc(NC(=O)CN2CCN(Cc3ccccc3)CC2)cc1
 : -1	-4	-8	-8	8	-9	4	-3	0
Cc1ccc(C(=O)N2CCc3cc4c(cc3C2C)OCCCO4)cc1 (stereo not given)
 : -1	9	-3	1	-89	1	5	-1	-13
COc1ccc(-c2cn3cc(C(F)(F)F)cc(Cl)c3n2)cc1
 : 52	-3	3	-5	-442	-3	-4	-4	3
CCOc1ccccc1N=C1SC(CC(=O)Nc2ccc(OC)cc2OC)C(=O)N1CCC1=CCCCC1 (stereo not given)
 : 19	1	-3	-9	13	-4	-6	-6	1
O=c1c2c3c(sc2ncn1/N=C/c1ccccc1)CCCC3
 : 19	-10	12	3	8	1	-12	0	0
NC(=O)COC(=O)c1ccc2c(c1)S(=O)(=O)c1ccccc1C2=O
 : -9	6	-5	-5	8	-2	-13	-1	3
Cc1cc(C(=O)NCC(=O)Nc2c(C)cccc2C)c2ccccc2n1
 : -2	3	-4	8	1	-6	4	-1	1
O=C(Nc1ccc(N2CCCCC2)cc1)c1ccccn1
 : 1	95*	-4	1	1	100*	101*	-5	1
CCN(CC)C(=O)c1[nH]cnc1C(=O)Nc1cccc(C)c1
 : 0	7	-4	10	15	1	-4	2	2
Cc1cccc(N2CC(C(=O)Nc3nnc(SCc4ccccn4)s3)CC2=O)c1 (stereo not given)
 : 18	0	4	-1	-1	1	-2	-3	3

Taken from above for reference:
Sequence of screens – PfG6PD inh	SENP8 block-1	HKDC1 inhibitor	UBC13 inh	SENP8 block-2	SENP7 inh	SENP6 inh	MIN6 prolif	SENP1 inh
NC(=O)COC(=O)c1ccc2c(c1)S(=O)(=O)c1ccccc1C2=O
 : -9	6	-5	-5	8	-2	-13	-1	3
Cc1cc(C(=O)NCC(=O)Nc2c(C)cccc2C)c2ccccc2n1
 : -2	3	-4	8	1	-6	4	-1	1
O=C(Nc1ccc(N2CCCCC2)cc1)c1ccccn1
 : 1	95*	-4	1	1	100*	101*	-5	1
CCN(CC)C(=O)c1[nH]cnc1C(=O)Nc1cccc(C)c1
 : 0	7	-4	10	15	1	-4	2	2
Cc1cccc(N2CC(C(=O)Nc3nnc(SCc4ccccn4)s3)CC2=O)c1 (stereo not given)
 : 18	0	4	-1	-1	1	-2	-3	3

The listing continues.
Sequence of screens – PfG6PD inh	SENP8 block-1	HKDC1 inhibitor	UBC13 inh	SENP8 block-2	SENP7 inh	SENP6 inh	MIN6 prolif	SENP1 inh
CCOC(=O)/C(N=Nc1cc(C(=O)O)cc(C(=O)O)c1)=C(\O)CCl
 : -6	-4	7	18	21	4	4	0	2
COc1ccc(CN2C(=NC(=O)COc3ccccc3)SC3CS(=O)(=O)CC32)cc1 (stereo not given)
 : 19	1	-5	-9	10	1	7	-3	-2
COc1ccc(Nc2nc(N3CCCCC3)nc3ccccc23)c(OC)c1
 : -8	3	-1	12	-205	0	-7	-6	-1
COc1ccc(C)cc1NC(=S)NNC(=O)c1c(Br)cnn1C
 : -12	-8	-4	4	4	12	-8	5	0
COc1ccc(C)cc1-n1nnnc1SCn1nnc2ccccc2c1=O
 : 13	-1	-3	-2	17	-3	8	-4	0
COC(=O)Cc1nnc(SCC(=O)Nc2ccccc2)c2ccccc12
 : 3	1	-3	9	11	0	-1	5	1
COC(=O)c1cc(-c2cccs2)[nH]n1
 : 1	-10	-4	-12	28	-10	-20	-2	1
CN(CCCC(=O)NC1CC(C)(C)NC(C)(C)C1)S(=O)(=O)c1ccc([N+](=O)[O-])cc1
 : -2	-3	-10	-7	5	7	-2	-1	0
COc1ccc2c(c1)C(=NNc1ccc(C(=O)O)cc1)c1cc(OC)ccc1-2
 : -20	12	8	-36	26	8	20	-5	18
COC(=O)c1sccc1NC(=O)c1ccnn1C
 : -5	-5	-2	-3	-2	17	-7	-2	-1
Cc1cccc(C(=O)Nc2nsc(N)n2)c1
 : 5	1	-2	-29	10	3	-1	-1	1
CCCCOC(=O)C1=C(C)NC(=O)NC1c1cccc([N+](=O)[O-])c1 (stereo not given)
 : -4	4	2	2	19	-3	1	-3	0
N#CCCn1cc(C(=O)N2CCOCC2)c(-c2ccc3c(c2)OCCO3)n1
 : -10	4	-5	-6	-1	1	3	-1	1
CCCCn1c(=O)nc2n(-c3ccc(OC)cc3)c3ccccc3cc-2c1=O
 : -11	1	-1	-24	-159	1	3	0	-24
CC(=O)Nc1sc2c(c1C(c1cccc(F)c1)N1CCN(CCO)CC1)CCCC2 (stereo not given)
 : 7	3	-5	14	14	9	-5	1	-2
